Source: PubChem BioAssay (several laboratories)
STEP inh: STEP phosphatase inhibitors, primary screen, biochemical, fluorescence intensity, uHTS; recombinant STEP, OMFP fluorogenic substrate; inhibition, % at 20 µM; 360,000 compounds, 0.25% hits; AID 588621, 2011;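 active = inhibition at 20 µM, scaled per plate between control wells, above about 37%, limit read from the data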;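 also: 0% = DMSO with enzyme and substrate and 100% = substrate only without enzyme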
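System: STEP phosphatase, cell-free reaction; Buffer or medium: Bis-Tris pH 6.0 buffer with DTT, detergent; Incubation: 20 min at room temperature, dark; Measured by: fluorescence, 480/540 nm.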
Scp-1 inhibitor: Scp-1 phosphatase inhibitors, primary screen, biochemical, colorimetric, uHTS | Recombinant Scp1, phosphopeptide, malachite green phosphate absorbance | AID 493091, 2011 | inhibition, % at 20 µM | 340,000 compounds, 0.88% hits;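 active = inhibition above about 50% at 20 µM, limit read from the data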;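 also: plate controls were DMSO wells with enzyme for no effect and wells lacking enzyme for full effect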
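Incubation: 45 min enzyme reaction at room temperature / System: truncated SCP-1 phosphatase (76-261aa) / Reagent: Phospho 17-mer peptide substrate / Buffer or medium: Acidic Tris acetate buffer with magnesium and detergent / Signal: absorbance at 630 nm / Doses: one concentration, 20 µM, with 1.0% DMSO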
LMPTP block: LMPTP phosphatase inhibitors, primary screen, biochemical, fluorescence intensity, uHTS. Low molecular weight phosphotyrosine protein phosphatase (Homo sapiens), P24666. recombinant LMPTP-A, OMFP fluorogenic substrate. inhibition, % at 20 µM. 360,000 compounds, 0.22% hits;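 active = compounds that cut the enzyme signal by at least half of the control window in the single-dose screen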;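 also: plate controls were DMSO wells with enzyme plus substrate for no effect and substrate without enzyme for full effect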
Target sequence (P24666 whole entry, looked up): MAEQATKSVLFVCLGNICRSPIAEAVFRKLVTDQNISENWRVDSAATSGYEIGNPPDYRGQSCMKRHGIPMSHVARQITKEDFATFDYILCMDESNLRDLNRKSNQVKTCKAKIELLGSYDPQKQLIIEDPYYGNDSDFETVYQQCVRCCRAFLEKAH
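Assay system: LMPTP-A, protein tyrosine phosphatase of low molecular weight / Medium: pH 6.0 Bis-Tris buffer with DTT and Triton X-100 / Schedule: 50 min enzyme reaction at room temperature, protected from light / Measured by: endpoint fluorescence intensity from OMFP dephosphorylation / Read-out basis: % inhibition relative to no-enzyme and uninhibited control wells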
NRP1-CendR mod: modulators of CendR peptide binding to NRP-1, primary screen, biochemical, fluorescence polarization, uHTS. AID 602438, 2012. inhibition, % at 25 µM. 360,000 compounds, 0.85% hits. FAM-RPARPAR peptide binding to NRP-1. Neuropilin-1 (Homo sapiens), O14786;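 active = inhibition or corrected inhibition above about 18%, plus a signal ratio from 0.5 to 1.5, limit read from the data, passing the limit was not always enough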; also: strong numbers were not always called active
Target sequence (O14786 whole entry, looked up): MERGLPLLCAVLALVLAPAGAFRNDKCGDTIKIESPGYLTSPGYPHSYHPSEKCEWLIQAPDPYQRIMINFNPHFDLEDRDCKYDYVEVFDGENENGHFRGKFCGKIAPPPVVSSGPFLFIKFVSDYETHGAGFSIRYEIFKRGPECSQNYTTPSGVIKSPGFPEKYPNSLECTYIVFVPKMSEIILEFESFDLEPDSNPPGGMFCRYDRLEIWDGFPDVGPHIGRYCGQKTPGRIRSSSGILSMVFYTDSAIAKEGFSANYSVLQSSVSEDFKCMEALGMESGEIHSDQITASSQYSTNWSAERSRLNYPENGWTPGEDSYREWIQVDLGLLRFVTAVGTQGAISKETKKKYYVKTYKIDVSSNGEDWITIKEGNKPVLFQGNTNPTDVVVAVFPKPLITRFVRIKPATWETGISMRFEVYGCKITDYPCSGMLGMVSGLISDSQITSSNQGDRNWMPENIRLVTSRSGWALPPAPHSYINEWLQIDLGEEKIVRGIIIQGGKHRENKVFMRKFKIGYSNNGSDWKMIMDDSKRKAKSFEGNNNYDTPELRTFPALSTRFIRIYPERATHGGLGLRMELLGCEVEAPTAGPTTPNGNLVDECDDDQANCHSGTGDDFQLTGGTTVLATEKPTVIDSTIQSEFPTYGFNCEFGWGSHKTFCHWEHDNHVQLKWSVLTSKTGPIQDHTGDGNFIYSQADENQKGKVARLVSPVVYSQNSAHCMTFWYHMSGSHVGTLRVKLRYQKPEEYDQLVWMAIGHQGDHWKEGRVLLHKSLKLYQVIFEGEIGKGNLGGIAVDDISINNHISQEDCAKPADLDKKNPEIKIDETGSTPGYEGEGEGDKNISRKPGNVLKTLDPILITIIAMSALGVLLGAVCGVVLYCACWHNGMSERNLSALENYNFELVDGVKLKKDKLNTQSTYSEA
E coli Lon inh: inhibitors of E. coli Lon protease, primary screen, biochemical, fluorescence polarization | 360,000 compounds, 0.42% hits | AID 602123, 2011 | purified E. coli Lon protease | P0A9M0 | inhibition, % at 7.94 µM; in the data active = inhibition above about 13%, passing the limit was not always enough;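 also: 0% = enzyme with probe and DMSO and 100% = no enzyme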
DNMT1 block: human DNMT1 methyltransferase inhibitors, primary screen, biochemical, molecular beacon, fluorescence, HinP1I cleavage, uHTS; AID 588458, 2011; 360,000 compounds, 0.83% hits; inhibition (reported as % activation of signal), % at 10 µM; in the data active = inhibition above about 50%
SUMO1-SIM PPI: modulators of SUMO1 protein-protein interactions, primary screen, biochemical, uHTS | Small ubiquitin-related modifier 1 (Homo sapiens), P63165 | SUMO1 binding to a labelled peptide, TR-FRET, 1 h | inhibition, % at 20 µM | 360,000 compounds, 0.33% hits | AID 602429, 2012; in the data active = inhibition above about 37%
Tb MetRS inh: T. brucei MetRS inhibitors, primary screen, biochemical, luminescence; methionyl-tRNA synthetase (Trypanosoma brucei brucei); purified T. brucei MetRS, ATP depletion, Kinase-Glo luminescence; inhibition, % at 11.9 µM; 360,000 compounds, 0.4% hits; AID 624268, 2012;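 active = inhibition above a per-plate cutoff of the control wells' mean inhibition plus 3 SD, cut at about 5.5% in these data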;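 also: 0% = DMSO wells median and 100% = median of wells with control inhibitor compound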
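Test system – parasite MetRS enzyme · Reagent – substrates ATP, L-methionine and bulk Escherichia coli tRNA · Doses – 11.9 µM compound single dose, 0.9% DMSO · Times – 15 min enzyme-compound preincubation, 2 h reaction, 10 min detection, 25 °C · Signal – Kinase-Glo luminescence, ATP depletion format · Controls – DMSO-only wells as low control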
bovine MsrA act: bovine MsrA enzyme activators, primary screen, biochemical, absorbance, HTS; activation, % at 10.6 µM; purified bovine MsrA, absorbance read-out; 360,000 compounds, 0.3% hits; in the data active = activation above about 7.5%;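 also: 0% = vehicle and 100% = reference activator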
MsrA inhibitor: bovine MsrA enzyme inhibitors, primary screen, biochemical, absorbance, HTS | Methionine sulfoxide reductase A (Bos taurus) | purified bovine MsrA, absorbance read-out | inhibition, % at 15.5 µM | 360,000 compounds, 0.75% hits | AID 651718, 2012; in the data active = inhibition above about 4.5%;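 also: 0% = vehicle wells with enzyme and 100% = reference inhibitor wells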
* hit, by the source's call.

Screening CC(=O)Nc1ccc(/C=N/NC(=O)c2cc3ccccc3nc2C)cc1 returned STEP inh 0, Scp-1 inhibitor 3, LMPTP block -2.2, NRP1-CendR mod -3, E coli Lon inh -19, DNMT1 block 0, SUMO1-SIM PPI -7, Tb MetRS inh -1.2, bovine MsrA act -8 and MsrA inhibitor 1.4.
Cn1nc(-c2ccccc2)cc1NS(=O)(=O)c1ccccc1 was read as STEP inh -2, Scp-1 inhibitor -8, LMPTP block -1.2, NRP1-CendR mod 14, E coli Lon inh 11, DNMT1 block 2, SUMO1-SIM PPI 10, Tb MetRS inh -0.5, bovine MsrA act -3 and MsrA inhibitor -0.9.
`O=C(N/N=C/c1coc2ccccc2c1=O)c1cn(-c2ccccc2)nc1-c1ccccc1` gave STEP inh 2, Scp-1 inhibitor -5, LMPTP block 2.6, NRP1-CendR mod -7, E coli Lon inh 7, DNMT1 block 18, SUMO1-SIM PPI 14, Tb MetRS inh -0.5, bovine MsrA act -4 and MsrA inhibitor 0.8.
Screening CC(=O)Nc1c(O)[nH]c2ccccc12 returned STEP inh 0, Scp-1 inhibitor -8, LMPTP block 0.4, NRP1-CendR mod 4, E coli Lon inh -3, DNMT1 block -1, SUMO1-SIM PPI -2, Tb MetRS inh -0.7, bovine MsrA act -2 and MsrA inhibitor 1.9.
Cc1ccc2nc(C)cc(N/N=C/c3ccccc3O)c2c1 was read as STEP inh -3, Scp-1 inhibitor -4, LMPTP block -0.6, NRP1-CendR mod 2, E coli Lon inh -6, DNMT1 block 0, SUMO1-SIM PPI 0, Tb MetRS inh -0.6, bovine MsrA act -3 and MsrA inhibitor 1.3.
For Cc1[nH][nH]c(=O)c1/C=N/N1CCOCC1 the results were STEP inh -3, Scp-1 inhibitor 2, LMPTP block -1.8, NRP1-CendR mod 1, E coli Lon inh 3, DNMT1 block -2, SUMO1-SIM PPI 5, Tb MetRS inh -1.8, bovine MsrA act -12 and MsrA inhibitor 0.2.
For COc1ccc(-n2nnnc2C(CCc2ccccc2)N2CCN(C/C=C/c3ccccc3)CC2)cc1 (stereo not drawn) the results were STEP inh -2, LMPTP block 8.7, NRP1-CendR mod 24*, E coli Lon inh -3, DNMT1 block -10, SUMO1-SIM PPI 5, Tb MetRS inh -0.1, bovine MsrA act 2 and MsrA inhibitor -0.2.
`CCCN(CC(=O)Nc1ccccc1C)C(=O)c1nn(CC)c(=O)c2ccccc12` gave STEP inh 1, Scp-1 inhibitor -5, LMPTP block -6.3, NRP1-CendR mod 1, E coli Lon inh 0, DNMT1 block 4, SUMO1-SIM PPI 3, Tb MetRS inh -0.4, bovine MsrA act -7 and MsrA inhibitor 0.8.
`O=S(=O)(c1ccc(Br)cc1)c1nc(-c2ccco2)oc1NCCCn1ccnc1` gave STEP inh 1, Scp-1 inhibitor -2, LMPTP block 0.9, NRP1-CendR mod 1, E coli Lon inh -4, DNMT1 block 4, SUMO1-SIM PPI -35, Tb MetRS inh 0.4, bovine MsrA act -2 and MsrA inhibitor 2.0.
OCCN(Cc1ccccc1)CC1CC=CCC1 (stereo not drawn) was read as STEP inh -4, Scp-1 inhibitor 0, LMPTP block -0.7, NRP1-CendR mod 6, E coli Lon inh -11, DNMT1 block 4, SUMO1-SIM PPI -1, Tb MetRS inh -0.4, bovine MsrA act -3 and MsrA inhibitor 0.8.
`CCCCCC(O)c1cccc(OCc2ccc3ccccc3n2)c1` (stereo not drawn) gave STEP inh 0, Scp-1 inhibitor -14, LMPTP block 4.6, NRP1-CendR mod 7, E coli Lon inh 7, DNMT1 block -3, SUMO1-SIM PPI 6, Tb MetRS inh 1.0, bovine MsrA act 0 and MsrA inhibitor -0.1.
CN(C)C(=O)COC(=O)c1ccccc1NC(=O)c1ccco1 was read as STEP inh -2, Scp-1 inhibitor -6, LMPTP block 1.7, NRP1-CendR mod -3, E coli Lon inh 5, DNMT1 block -2, SUMO1-SIM PPI -8, Tb MetRS inh -0.6, bovine MsrA act -3 and MsrA inhibitor 1.6.
For O=C1NC(Cc2ccc(O)cc2)c2nc3ccccc3c(=O)n2-c2ncccc21 (stereo not drawn) the results were STEP inh 1, LMPTP block -0.3, NRP1-CendR mod -2, E coli Lon inh -2, DNMT1 block 5, SUMO1-SIM PPI 0, Tb MetRS inh -0.7, bovine MsrA act -5 and MsrA inhibitor 0.2.
Screening CN1CCN(CCCNC(=O)c2cn(C3CCCCC3)c(=O)c3c2c2ccccc2n3C)CC1 returned STEP inh 0, Scp-1 inhibitor 12, LMPTP block -5.3, NRP1-CendR mod 7, E coli Lon inh -8, DNMT1 block 1, SUMO1-SIM PPI -4, Tb MetRS inh -1.6, bovine MsrA act -2 and MsrA inhibitor 0.1.
CS(=O)(=O)N1CC(C(=O)O)Oc2ccc(CC(=O)O)cc21 (stereo not drawn) was read as STEP inh 4, Scp-1 inhibitor 40, LMPTP block 0.4, NRP1-CendR mod -7, E coli Lon inh 10, DNMT1 block 19, SUMO1-SIM PPI 3, Tb MetRS inh -1.2, bovine MsrA act -7 and MsrA inhibitor 1.7.
Cc1ccccc1C(=O)N1CCN(c2ccc(NC(=O)c3ccc([N+](=O)[O-])o3)cc2)CC1 was read as STEP inh 0, Scp-1 inhibitor -5, LMPTP block -0.7, NRP1-CendR mod 8, E coli Lon inh 10, DNMT1 block -1, SUMO1-SIM PPI -42, Tb MetRS inh -0.4, bovine MsrA act -7 and MsrA inhibitor -0.6.
Screening NS(=O)(=O)c1ccc(NC(=O)CSc2nnc(Cc3cccs3)n2-c2ccccc2)cc1 returned STEP inh 0, Scp-1 inhibitor -2, LMPTP block -0.3, NRP1-CendR mod 5, E coli Lon inh 9, DNMT1 block -4, SUMO1-SIM PPI 1, Tb MetRS inh -0.4, bovine MsrA act 3 and MsrA inhibitor 0.6.
`O=C(c1cc2c(cc1Br)OCCCO2)N1CCCCC1` gave STEP inh -4, Scp-1 inhibitor -2, LMPTP block -0.6, NRP1-CendR mod 0, E coli Lon inh -4, DNMT1 block -1, SUMO1-SIM PPI -1, Tb MetRS inh -0.3, bovine MsrA act -2 and MsrA inhibitor -0.1.
`N#C/C(=C\c1ccc(F)c(Cl)c1)S(=O)(=O)c1ccccn1` gave STEP inh 1, Scp-1 inhibitor -6, LMPTP block -1.0, NRP1-CendR mod -1, E coli Lon inh -3, DNMT1 block 1, SUMO1-SIM PPI -3, Tb MetRS inh -0.2, bovine MsrA act -3 and MsrA inhibitor 1.7.
CCOC(=O)CCN(Cc1sccc1C)S(=O)(=O)c1ccc(F)cc1 was read as STEP inh 0, Scp-1 inhibitor -6, LMPTP block 0.0, NRP1-CendR mod 15, E coli Lon inh -12, DNMT1 block 1, SUMO1-SIM PPI -2, Tb MetRS inh -1.0, bovine MsrA act 0 and MsrA inhibitor -0.1.
`CC(C)c1ccccc1OCC(=O)Nc1cc(S(=O)(=O)N2CCOCC2)ccc1N1CCCC1` gave STEP inh 5, Scp-1 inhibitor -3, LMPTP block 2.0, NRP1-CendR mod -21, E coli Lon inh -4, DNMT1 block -7, SUMO1-SIM PPI -1, Tb MetRS inh -0.3, bovine MsrA act -4 and MsrA inhibitor 1.4.
For CN(C(=O)COC(=O)c1ccccc1Nc1ccccc1)C1CCS(=O)(=O)C1 (stereo not drawn) the results were STEP inh 1, Scp-1 inhibitor -3, LMPTP block -2.6, NRP1-CendR mod 1, E coli Lon inh 2, DNMT1 block 1, SUMO1-SIM PPI -2, Tb MetRS inh -1.4, bovine MsrA act -4 and MsrA inhibitor 0.5.
Cc1nn(C)c(NC(=O)c2ccccc2Cl)c1Br was read as STEP inh 2, Scp-1 inhibitor -16, LMPTP block 0.0, NRP1-CendR mod -3, E coli Lon inh -2, DNMT1 block 0, SUMO1-SIM PPI 2, Tb MetRS inh 0.6, bovine MsrA act -2 and MsrA inhibitor 1.2.
Screening CC(C)OC(=O)c1cc2ccccc2oc1=O returned STEP inh -2, Scp-1 inhibitor -7, LMPTP block -0.1, NRP1-CendR mod 8, E coli Lon inh -7, DNMT1 block 4, SUMO1-SIM PPI -14, Tb MetRS inh -0.2, bovine MsrA act -2 and MsrA inhibitor 1.2.
`COc1ccccc1-c1nc2c3ccccc3nc(=S)n2[nH]1` gave STEP inh 0, Scp-1 inhibitor -3, LMPTP block 0.6, NRP1-CendR mod -5, E coli Lon inh 3, DNMT1 block 0, SUMO1-SIM PPI 3, Tb MetRS inh -0.8, bovine MsrA act -4 and MsrA inhibitor -0.6.
For COc1ccccc1NC(=O)CCC(=O)OCc1ccc([N+](=O)[O-])cc1 the results were STEP inh -1, Scp-1 inhibitor 0, LMPTP block 0.0, NRP1-CendR mod -9, E coli Lon inh -7, DNMT1 block -1, SUMO1-SIM PPI -12, Tb MetRS inh -0.2, bovine MsrA act -1 and MsrA inhibitor -1.1.
`O=C(NC(c1ccc(-c2ccccc2)cc1)c1cnccn1)C1CCN(CCOc2ccc(Cl)cc2Cl)CC1` (stereo not drawn) gave STEP inh 6, LMPTP block 3.6, NRP1-CendR mod -14, E coli Lon inh -5, DNMT1 block -28, SUMO1-SIM PPI -10, Tb MetRS inh -0.1, bovine MsrA act -1 and MsrA inhibitor -0.6.
`Cc1ccccc1CC(=O)N1CCN(C(=O)C2CCCO2)CC1` (stereo not drawn) gave STEP inh -1, Scp-1 inhibitor -6, LMPTP block -1.4, NRP1-CendR mod 0, E coli Lon inh 1, DNMT1 block 0, SUMO1-SIM PPI -1, Tb MetRS inh 0.0, bovine MsrA act -2 and MsrA inhibitor 2.1.
COc1ccc(C(=O)Nc2ccc(CN3CCS(=O)(=O)CC3)cc2)cc1 was read as STEP inh 1, Scp-1 inhibitor -11, LMPTP block 0.6, NRP1-CendR mod 2, E coli Lon inh 5, DNMT1 block -8, SUMO1-SIM PPI 6, Tb MetRS inh -0.9, bovine MsrA act -6 and MsrA inhibitor -1.4.

An unsorted share of the library; 4.3% or so of the library scored in one or more.
